APE1 inh: APE1 (human) endonuclease inhibition | recombinant APE1, TAMRA/BHQ-2 abasic DNA cleavage fluorescence | AID 2517 | Potency, µM (top dose mostly 65.8 µM), for inactives: top-dose activity change, negative = inhibition, most hits filed as inhibitors | actives 0.35% (n = 350,000);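 also: plate controls were vehicle for no effect and reference inhibitor for full effect; nearly all actives have a fitted effect of over 55% in size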
Target sequence (P27695 whole entry, looked up): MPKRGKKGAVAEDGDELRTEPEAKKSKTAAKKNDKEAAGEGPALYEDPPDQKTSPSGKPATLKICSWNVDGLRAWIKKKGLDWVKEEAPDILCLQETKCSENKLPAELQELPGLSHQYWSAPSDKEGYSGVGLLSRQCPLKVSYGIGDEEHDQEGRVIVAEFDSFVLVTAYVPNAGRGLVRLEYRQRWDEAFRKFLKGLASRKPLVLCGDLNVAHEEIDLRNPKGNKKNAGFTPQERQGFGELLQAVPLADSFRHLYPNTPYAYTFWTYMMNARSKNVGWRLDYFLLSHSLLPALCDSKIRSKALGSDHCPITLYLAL
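0.75 nM APE1 + cpd, 15 min RT; start w/ 50 nM TAMRA/BHQ-2 THF-abasic dsDNA; kinetic fluor 525/598 nm ×3 reads @60 s; Δ(read3−read1); normalized to DMSO and NSC13755 control wells.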
BAZ2B inh: BAZ2B (human) inhibition. Q9UIF8. AlphaScreen BAZ2B-H3K14Ac peptide displacement. Potency, µM (top dose mostly 114 µM), for the others: at the highest dose activity change, negative = inhibition, hits mostly inhibitors. actives 4.4% (n = 360,000). AID 504333; also: % is scaled to controls: 0 for no effect and ±100 for the full control effect; nearly all actives have a fitted effect of over 60% in size
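BAZ2B 50 nM plus b-H3(5-23)K14Ac 50 nM, PBS pH 7.4/0.01% Tween-20, 30 min RT; compound added (max 110 uM), 30 min RT; streptavidin donor/Ni-chelate acceptor beads 10 ug/mL final, 20 min dark; AlphaScreen read.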
POLH inh: blocks human DNA polymerase eta activity. Q9Y253. recombinant Pol eta, fluorescent DNA replication assay. Potency, µM (highest dose often 114 µM), for inactives: at the highest dose activity change, negative = inhibition, hits mostly inhibitors. actives 1.2% (n = 390,000); also: % is scaled to controls: 0 for no effect and ±100 for the full control effect
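Fluorescent replication assay: 50 nM final substrate added after a 15 min room-temperature compound preincubation with 10 nM enzyme. Signal taken at 0 min and again at 10 min.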
G9a block: inhibitors of human histone lysine methyltransferase G9a | Q96KQ7 | G9a H3K9 monomethylation, AlphaScreen, 2 h | Potency, µM (top dose mostly 102 µM), inactives show top-dose activity, negative = inhibition, actives largely listed as inhibitors | actives 8.8% (n = 350,000); also: % is scaled to controls: 0 for no effect and ±100 for the full control effect; nearly all actives have a fitted effect of over 75% in size
Target sequence (Q96KQ7 913-1193 limits assumed): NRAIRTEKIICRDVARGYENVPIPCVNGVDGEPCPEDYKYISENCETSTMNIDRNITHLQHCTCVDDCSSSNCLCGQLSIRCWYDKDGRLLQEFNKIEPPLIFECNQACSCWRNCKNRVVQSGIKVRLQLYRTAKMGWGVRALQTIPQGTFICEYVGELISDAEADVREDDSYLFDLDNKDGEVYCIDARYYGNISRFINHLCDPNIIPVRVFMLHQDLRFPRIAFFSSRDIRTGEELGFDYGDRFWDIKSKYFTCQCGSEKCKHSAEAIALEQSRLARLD
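AlphaScreen detection with an anti-monomethyl H3K9 antibody quantified product after a 2 h room-temperature reaction containing 500 nM biotinylated H3K9 peptide, 20 µM SAM and 20 nM enzyme, which had been preincubated 15 min with compound.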
POLI inh: inhibitors of human DNA polymerase iota. Q9UNA4. Pol iota fluorescent replication assay, 10 min. Potency, µM (titrated, usually from 115 µM), without a hit: at the highest dose activity, negative = inhibition, most hits filed as inhibitors. actives 1% (n = 390,000). AID 588590
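Fluorescent replication assay read twice, at 0 min and 10 min after adding 50 nM (final) substrate. Enzyme (10 nM) and compounds were first incubated 15 min at room temperature; enzyme-free buffer wells were negative controls.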
POLK inh: blocks human DNA polymerase kappa activity | Q9UBT6 | purified Pol kappa, fluorescent DNA synthesis assay, 10 min | Potency, µM (top dose mostly 107 µM), for inactives: at the highest dose activity, negative = inhibition, hits mostly inhibitors | actives 0.53% (n = 400,000) | AID 588579; also: % is scaled to controls: 0 for no effect and ±100 for the full control effect
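Fluorescent qHTS in 1536-well format: enzyme (10 nM) and compound sat 15 min at room temperature before 50 nM substrate (final) was added. Signal taken at 0 and 10 min; no-enzyme buffer wells were negative controls.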
BLM helicase inh: blocks DNA unwinding by human BLM helicase; P54132; recombinant BLM DNA unwinding, fluorescence dequenching; Potency, µM (titrated, usually from 56.1 µM), for the others: top-dose activity change, negative = inhibition, actives largely listed as inhibitors; actives 0.2% (n = 350,000);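 also: plate controls were vehicle for no effect and no enzyme for full effect; nearly all actives have a fitted effect of over 35% in size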
Pol beta inh: DNA polymerase beta (human) inhibition; P06746; AID 485314; Potency, µM (top dose mostly 114 µM), for inactives: top-dose activity change, negative = inhibition, hits mostly inhibitors; Pol beta primer extension/strand displacement, fluorescence kinetic; actives 1.3% (n = 340,000); also: % is scaled to controls: 0 for no effect and ±100 for the full control effect
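Values derive from four-parameter Hill fits of normalized kinetic data: reads at 0 and 10 min following addition of 50 nM substrate to 10 nM Pol beta preincubated 15 min with compound.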
Apoferritin bind: binds horse apoferritin like a general anesthetic; P02791; apoferritin/1-aminoanthracene competitive binding, fluorescence; Potency, µM (titrated, usually from 77.5 µM), without a hit: top-dose activity change, negative = displacement, usual class: inhibitors; actives 0.074% (n = 350,000); also: % is scaled to controls: 0 for no effect and ±100 for the full control effect; nearly all actives have a fitted effect of over 20% in size
Target sequence (P02791 2-175 limits assumed): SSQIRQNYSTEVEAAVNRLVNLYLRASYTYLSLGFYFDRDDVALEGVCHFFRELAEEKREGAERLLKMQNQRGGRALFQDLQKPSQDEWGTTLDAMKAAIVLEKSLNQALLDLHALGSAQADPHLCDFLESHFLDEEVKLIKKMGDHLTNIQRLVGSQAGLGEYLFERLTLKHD
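Horse-spleen apoferritin (10 uM) was mixed with 50% saturated 1-aminoanthracene in PBS, exposed to compounds for 10 min at room temperature, and read for fluorescence (ex 380 nm, em 535 nm). Competitive displacement was fitted with a four-parameter Hill equation.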
The depositor's hits bear a star; ? = inconclusive; nt = no result given; [ ] = another dose, or the depositor's remark. Calls follow the shape of the dose curve; as a rule, active = well fitted curve in the direction sought with a large enough effect; inconclusive = small, poorly fitted or top-dose-only effect, or another doubt; inactive = no such curve, though single readings can be large; an effect the other way counts as inactive or inconclusive. Potency is read from the fitted curve at half-maximal effect.

Order of values: APE1 inh	BAZ2B inh	POLH inh	G9a block	POLI inh	POLK inh	BLM helicase inh	Pol beta inh	Apoferritin bind
> CCN1CCN(C(=O)c2cc(-c3ccc(Cl)s3)nc3ccccc23)CC1
    -7%	-12%	-25%	nt	32%[activator]	2%	3%	17%	-14%
> COC(=O)C1=C(C)NC2=C(C(=O)c3ccccc32)C1c1cccc(OC)c1 (stereo not drawn)
    ?	-37%	-1%	50µM*	42%[activator]	-12%	-6%	3%	2%
> Cc1ccc2nc(C)c(C(=O)N/N=C/c3ccco3)cc2c1
    6%	-1%	-1%	-6%[59 µM]	13%	0%	2%	10%	5%
> CC(=O)NC12CC3CC(C1)CC(C(=O)OCC(=O)Nc1c(F)cccc1F)(C3)C2
    16%	2%	-17%	-3%[12.7 µM]	2%	-11%	nt	nt	nt
> CC(=O)Nc1c(F)c(F)c(F)c(F)c1F
    ?	6%	-7%	nt	-5%	13%	1%	75%	-1%
> COc1ccc(NC(C)=O)cc1NC(=O)C1CCN(C(=O)Nc2ccccc2)CC1
    -19%	-5%	0%	27%[59 µM]	21%	-6%	nt	nt	nt
> O=C(NCc1ccccn1)c1c(Cl)cccc1Cl
    -4%	0%	-13%	-1%	-10%	-2%	-2%	45%[activator]	-9%
> CCOc1ccc(NC(=O)N2CCN(S(=O)(=O)c3ccc4c(ccn4C)c3)CC2)cc1
    nt	-35%	-16%	-19%[59 µM]	-7%	0%[60.1 µM]	-5%	-18%	54%[activator]
> CCOc1ncnc2c1oc1nc(CC(C)C)c3c(c12)CC(C)(C)OC3
    13%	4%	-20%	-9%[0.0925 µM]	35%[activator]	-5%	-2%	21%	-5%
> COc1ccc(NC2CCCN(C(=O)CCc3ccccc3F)C2)cc1 (stereo not drawn)
    38%	-36%[57.1 µM]	-15%	50µM*	-7%	-3%	-1%	19%	0%
> Nc1nonc1-n1nnc(C(=O)N/N=C/c2ccc(Cl)cc2Cl)c1CN1CCOCC1
    23%	2%	-15%	?	5%	0%	-5%	19%	-3%
> O=C(O)CCNS(=O)(=O)c1cccc(Br)c1
    14%	7%	-21%	-42%	29%	2%	-3%	29%	14%
> O=C1c2ccccc2-c2cccc(C(=O)N3CCCCCC3)c21
    2%	2%	-18%	0%[59 µM]	-2%	-4%	-2%	26%	-20%
> O=C(Nc1c2c(nn1-c1ccccc1)CS(=O)(=O)C2)C1CCCC1
    -9%	0%	-6%	nt	1%	-18%	0%	3%	-3%
> CSc1ccc(CN2CCCC(CO)(Cc3ccccc3)C2)cc1 (stereo not drawn)
    -2%	?	-25%	nt	33%[activator]	-6%	-4%	?	-16%
> O=C(NCCCO)c1nn(-c2ccc(Cl)cc2)nc1CO
    nt	1%	-3%	6%[59 µM]	8%	7%	2%	61%	-5%
> COc1nc(-c2ccc(Cl)cc2Cl)nc2ccccc12
    10%	-2%	-9%	24%	17%	-3%	-9%	5%	-2%
> O=c1oc2ccccc2c(Nc2cc3ccccc3cc2O)c1[N+](=O)[O-]
    5%	11µM*	?	?	?	?	-3%	0%	-22%
> Cc1ccccc1NC(=O)Cn1nnc2c(cnn2-c2ccc(F)cc2)c1=O
    2%	-21%[57.1 µM]	-1%	18%	-4%	-35%	-4%	0%	0%
> O=C1C=C(O)CC(c2ccc(Cl)cc2)C1 (stereo not drawn)
    -3%	-2%	?	-2%[59 µM]	1%	-9%	-8%	50µM*	1%
> CCc1nc(N)c(C#N)c(-c2cccnc2)c1C
    -1%	-2%	-5%	-34%[12.7 µM]	17%	1%	-1%	18%	16%
> CC1CCCCC1NC(=O)CSc1nnc(CC(=O)Nc2ccccc2F)n1C (stereo not drawn)
    12%[12.4 µM]	7%	2%	-4%[59 µM]	51%[activator]	-12%	1%	0%	-9%
> CCC1Oc2ccc(C)cc2N(CC(=O)N2CCN(c3ccc(F)cc3)CC2)C1=O (stereo not drawn)
    -4%	-23%	-11%	45µM*	7%	-23%	-4%	-1%	-22%
> CN(C)c1nc(Nc2ccc(F)cc2)nc(Oc2ccc(F)cc2)n1
    11%	1%	-9%	7%	1%	-10%	-12%	8%	-7%
> CC(NC(=O)c1ccccc1F)C1CC1 (stereo not drawn)
    -15%	3%	-18%	50%	111%[activator]	2%	1%	0%	0%
> Cc1cc2oc(=O)cc(CN(C)Cc3ccccc3)c2cc1C(C)C
    30%	25%	-21%	-7%[2.33 µM]	41%[activator]	-4%	-8%	-3%	-19%
> COc1ccc(Oc2ncc3nc(-c4ccc(OC)cc4)c(=O)n(C)c3n2)cc1
    17%	nt	nt	11%[0.501 µM]	nt	7%[60.1 µM]	2%	nt	nt
> Cc1cc(C(=O)CSc2nnc(-c3ccc(Cl)cc3)n2CC2CCCO2)c(C)n1C (stereo not drawn)
    1%	?	-6%	-21%[59 µM]	10%	-6%	-5%	32%	-19%
> COC(=O)c1ccc(NC(=O)C(c2ccccc2)N2Cc3ccccc3C2=O)cc1 (stereo not drawn)
    nt	?	-9%	-29%[59 µM]	-16%	-9%	-7%	-15%	-1%
> CC(Sc1nnc(CN2CCCC2)n1Cc1ccccc1)C(=O)Nc1ccc(F)cc1 (stereo not drawn)
    16%	?	-16%	nt	-6%	-1%	0%	20%	-3%

Shown with bars between the fields: part of the list above
canonical_smiles | APE1 inh | BAZ2B inh | POLH inh | G9a block | POLI inh | POLK inh | BLM helicase inh | Pol beta inh | Apoferritin bind
O=C(Nc1c2c(nn1-c1ccccc1)CS(=O)(=O)C2)C1CCCC1 | -9% | 0% | -6% | nt | 1% | -18% | 0% | 3% | -3%
CSc1ccc(CN2CCCC(CO)(Cc3ccccc3)C2)cc1 (stereo not drawn) | -2% | ? | -25% | nt | 33%[activator] | -6% | -4% | ? | -16%
O=C(NCCCO)c1nn(-c2ccc(Cl)cc2)nc1CO | nt | 1% | -3% | 6%[59 µM] | 8% | 7% | 2% | 61% | -5%

Further results:
Order of values: APE1 inh	BAZ2B inh	POLH inh	G9a block	POLI inh	POLK inh	BLM helicase inh	Pol beta inh	Apoferritin bind
> CCCCn1c(N)c(N(CC(C)C)C(=O)CCCc2nc3ccccc3c(=O)[nH]2)c(=O)[nH]c1=O
    44%[activator]	-3%	-1%	?	17%	-14%	nt	nt	nt
> COc1ccc(C(CNC(=O)c2cccc(Br)c2)N2CCCC2)cc1 (stereo not drawn)
    3%	7%	-14%	-11%	9%	-9%	1%	87%	-19%
> CC(=O)N/C(=C/c1ccc2c(c1)OCO2)C(=O)NCCCO
    -1%	12%	9%	21%[59 µM]	6%	-10%	-3%	-1%	-1%
> Cc1ccc(NC(=O)[C@H](C)NC(=O)C2CCN(C(=O)[C@@H](NC(=O)OC(C)(C)C)C(C)C)CC2)cc1
    -1%	10%	3%	23%	90%[activator]	-8%	-6%	39%	8%
> Cc1ccc(C(C)C)c(OCC(=O)NN=C2CCCCCCC2)c1
    10%	-1%	?	8%[59 µM]	-19%	3%	-2%	55%	-12%
> CC(NC(=O)c1ccc(C(C)(C)C)cc1)C(=O)O (stereo not drawn)
    -1%	-17%	-10%	-3%	3%[58.9 µM]	-11%	-1%	7%	-12%
> COc1ccc(Nc2nc3c(C)cccc3cc2C#N)cc1
    -11%	15%	-7%	nt	2%	2%	-4%	27%	-6%
> Cc1coc2c(C)c3oc(=O)c(CCC(=O)NCCC(=O)O)c(C)c3cc12
    -17%	50µM*	-17%	5%	27%	-20%	-1%	?	-5%
> CCN(CC)CCNS(=O)(=O)c1ccc(Cl)cc1
    5%	3%	-12%	?	1%	-1%	0%	37%	-6%
> CC(=O)Nc1ccc(S(=O)(=O)N2CCN(C(=O)N3CCOCC3)CC2)cc1
    14%	-4%	-9%	-8%[12.7 µM]	4%	-13%	-2%	2%	5%
> CC1(NC(=O)Cn2cc(C(F)(F)F)ccc2=O)CCS(=O)(=O)C1 (stereo not drawn)
    20%	-3%	-9%	15%[59 µM]	-2%	-11%	nt	nt	nt
> COc1ccc(NC(=O)c2sc(SCc3ccccc3)nc2N)cc1
    -6%	?	-19%	?	-9%	-5%	-2%	-2%	-16%
> COc1ccc2c(c1)C1NC(=S)N[C@@](C)(O2)C1C(=O)Nc1ccccc1 (stereo partly drawn)
    -1%	-2%	-17%	6%[12.7 µM]	24%	-6%	-2%	0%	-6%
> Cc1ccc(OCCSc2nc3ccc(NC(=O)COc4ccc(C)cc4)cc3s2)cc1
    nt	0%	3%	-13%[59 µM]	3%	1%	-1%	12%	-2%
> O=C(NC(=S)Nc1ccccc1)c1ccc(Br)o1
    0%	-30%	-17%	?	7%	3%	0%	25%	-13%
> CCn1cc(C(=O)OCC(=O)N(C)Cc2ccccc2)c(=O)c2ccc(C)nc21
    -1%	nt	-5%	0%	92%[activator]	-4%	3%	42%	-20%
> Cc1csc(NC(=O)c2cc(C)nc3ccccc23)n1
    -1%	-18%	-8%	-15%	58%[activator]	-9%	-4%	17%	-8%
> COc1ccc(NC(=O)c2ccco2)cc1NC(=O)c1cccs1
    -4%	3%	-10%	-4%[12.7 µM]	25%	3%	-3%	-27%	-4%
> CCOC(=O)N1CCN(C(=O)COC(=O)c2cc(Cl)c(O)c(Cl)c2)CC1
    0%	-13%	-16%	-29%	71%[activator]	-13%	-3%	-3%	-6%
> Cc1cccc(NC(=O)c2ccc(-n3cccn3)c([N+](=O)[O-])c2)c1
    -1%	-30%	-14%	-46%	-8%	1%	-4%	4%	-23%
> COCCNc1ncnc2c1c(-c1ccccc1)cn2-c1cccc(Cl)c1
    nt	-6%	-21%	2%[59 µM]	-3%	-3%[60.1 µM]	-9%	0%	1%
> Cc1ccc2[nH]c(=O)c(CN(C)C(=O)c3cccs3)cc2c1
    12%	15%	1%	3%	66%[activator]	-6%	-2%	15%	-10%
> CS(=O)(=O)Nc1cccc(C2=NN(C(=O)c3ccccc3)C(c3cccs3)C2)c1 (stereo not drawn)
    50%[activator]	7%	-8%	-48%	4%	2%	-6%	2%	-16%
> COC(=O)c1ccccc1NC(=O)C1=CC(c2ccc(C)cc2)=NS(=O)(=O)N1C
    nt	?	-4%	13µM*	58%[activator]	-8%	-13%	-30%	?
> N=c1c2c3c(sc2ncn1N)CCCCC3
    3%	14%	-9%	42%[12.7 µM]	25%	-2%	5%	-8%	-20%

An excerpt; rates above refer to the full screens.
